D1 ag – agonists of human D1 dopamine receptor. P21728. HEK293 T-REx D1 cells, calcium flux, agonist mode. 360,000 compounds, 1% hits. activation, % at 2 µM; in the data active = activation above about 30%; note: 0% is about no effect
Target sequence (P21728 whole entry, looked up): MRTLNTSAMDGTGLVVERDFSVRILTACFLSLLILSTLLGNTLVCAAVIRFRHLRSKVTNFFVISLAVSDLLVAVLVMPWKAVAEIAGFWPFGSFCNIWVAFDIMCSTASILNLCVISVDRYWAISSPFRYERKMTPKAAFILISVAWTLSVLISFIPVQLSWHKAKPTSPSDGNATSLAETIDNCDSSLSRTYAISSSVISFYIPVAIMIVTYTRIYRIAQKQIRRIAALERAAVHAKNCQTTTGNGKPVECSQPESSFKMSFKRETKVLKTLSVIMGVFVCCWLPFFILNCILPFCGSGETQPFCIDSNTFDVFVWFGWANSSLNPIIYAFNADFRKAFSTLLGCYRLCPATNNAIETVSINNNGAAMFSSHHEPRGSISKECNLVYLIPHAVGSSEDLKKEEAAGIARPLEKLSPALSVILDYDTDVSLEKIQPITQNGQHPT
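Tetracycline-induced HEK293 TREx D1 cells, force-coupled to calcium signalling, were dye-loaded with a no-wash calcium kit. Compound was pin-added after a 10 s baseline. Fluorescence was read kinetically at 1 cycle/s for 180 s, with calcium rises flagged as agonism.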
GRP78 ERSR act – ER stress response induction in glioma | U87-MG GRP78 promoter luciferase reporter, 16 h | Potency, µM, inactives show at the highest dose activation, usual class: activators | 420,000 compounds, 0.02% hits | AID 602332; note: potency is the fitted concentration of half-maximal effect; series mostly up to about 76 µM; % of control where 0% means no effect; nearly all actives have a fitted effect of over 35% in size
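Stably transfected U87-MG glioma cells carrying a GRP78-based luciferase sensor; 16 h compound incubation. Luminescence end-point read 10 min after Bright-Glo addition at room temperature.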
RXFP1 antag – RXFP1 (human) relaxin receptor antagonism; 350,000 compounds, 0.59% hits; Q9HBX9; activity change, negative = inhibition, % at 57.5 µM; HEK293-RXFP1, relaxin-stimulated cAMP HTRF, 30 min; active compounds read low;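 active = activity change of -60% or lower, but not beyond a set lower limit; inconclusive = change between -60% and -40%, or beyond the set limit; inactive = change above -40%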; note: % is set by controls: 0 for no effect and ±100 for the full control effect
D2 PAM – positively modulates the human D2 dopamine receptor allosterically; P14416; HEK293 T-REx D2, calcium flux, EC20 dopamine potentiation; potentiation, % at 10 µM; 340,000 compounds, 0.34% hits; AID 485347;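 active = potentiation over 3 SD above the plate norm, cut at about 30% in these data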; note: 0% is about no effect
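Primary screen. Calcium kinetics in induced HEK293 T-REx D2 cells: compound pre-addition 180 s, EC20 dopamine, 180 s more.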
Vif-A3F inh – Vif-A3F binding inhibition. HeLa A3F-eYFP + Vif (tagged APOBEC3F with the HIV-1 protein that degrades it), YFP fluorescence increase. Potency, µM (highest dose often 46.1 µM), inactives show at the highest dose activity, negative = active. 390,000 compounds, 0.2% hits; note: potency is the fitted concentration of half-maximal effect; % of control where 0% means no effect; nearly all actives have a fitted effect of over 65% in size
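HeLa cells stably expressing A3F-eYFP plus Vif, plated and incubated overnight at 37 deg C, then exposed to compounds overnight at 37 deg C. Blocked degradation read as raised yellow fluorescence (Ex 488/Em 500-530).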
D1 antagonist – blocks dopamine activation of the human D1 receptor | AID 504652 | 360,000 compounds, 3.2% hits | HEK293 TREx D1 cells, calcium flux, dopamine EC80; active compounds read low | activity change, negative = inhibition, % at 10 µM | P21728; in the data active = activity change below about -30%; note: % is set by controls: 0 for no effect and ±100 for the full control effect
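After overnight tetracycline induction at 30 C, force-coupled D1 HEK293 cells took up a no-wash calcium dye at room temperature. Compounds were added and monitored 180 s, and the response to EC80 dopamine was then recorded.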
RXFP1 ag – activates the human relaxin receptor RXFP1 | HEK293T-RXFP1 cAMP TR-FRET, 30 min; response scale: percent of porcine relaxin response, buffer zero | Potency, µM (titrated, usually from 57.5 µM), inactives show at the top dose activation, most hits filed as activators | 370,000 compounds, 0.3% hits | Q9HBX9; note: potency is the fitted concentration of half-maximal effect; % is set by controls: 0 for no effect and ±100 for the full control effect; nearly all actives have a fitted effect of over 60% in size; many of its hits are not listed in these tables
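cAMP rise read by TR-FRET after 30 min, 37C compound exposure (up to 58 uM) in RXFP1-transfected HEK293 cells with Ro 20174 present. EC50 from Hill-equation fits, with 29 nM porcine relaxin as 100% and buffer as basal.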
Vif-APOBEC3G blk – Vif-A3G binding inhibition. Q9HC16. HeLa A3G-eYFP + Vif (tagged APOBEC3G with the HIV-1 protein that degrades it), YFP fluorescence, overnight. Potency, µM (highest dose often 46.1 µM), without a hit: top-dose activity, negative = active, usual class: inhibitors. 410,000 compounds, 0.076% hits;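 note: potency is the fitted concentration of half-maximal effect; % is set by controls: 0 for no effect and ±100 for the full control effect; nearly all actives have a fitted effect of over 60% in size; hits raise eYFP signal because A3G escapes Vif-driven loss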
Target sequence (Q9HC16 whole entry, looked up): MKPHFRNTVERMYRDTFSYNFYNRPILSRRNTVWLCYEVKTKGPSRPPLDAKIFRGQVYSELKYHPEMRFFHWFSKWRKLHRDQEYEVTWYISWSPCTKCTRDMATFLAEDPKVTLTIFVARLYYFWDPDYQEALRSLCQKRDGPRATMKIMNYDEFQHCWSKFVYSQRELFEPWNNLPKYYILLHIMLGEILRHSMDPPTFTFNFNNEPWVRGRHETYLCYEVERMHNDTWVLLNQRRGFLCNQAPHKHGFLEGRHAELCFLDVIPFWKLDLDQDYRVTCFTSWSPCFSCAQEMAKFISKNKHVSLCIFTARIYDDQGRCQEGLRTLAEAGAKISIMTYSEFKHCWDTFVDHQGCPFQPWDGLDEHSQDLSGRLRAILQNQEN
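Read-out is eYFP fluorescence (Ex 488/Em 500-530) from Vif-expressing HeLa A3G-eYFP cells; more signal means A3G escaped Vif-mediated degradation. Cells plated overnight, compound pinned in, incubated overnight at 37 deg C.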
D1 potentiator – enhances dopamine response at the human D1 receptor | P21728 | HEK293 TREx D1 cells, calcium flux, dopamine EC20 potentiation | potentiation, % at 10 µM | 360,000 compounds, 0.036% hits | AID 504651; in the data active = potentiation above about 30%; note: 0% is about no effect
* = called active by the depositor; u = inconclusive; x = not tested or not shown; & = joins results of further samples. Unless noted, calls come from the whole dose curve; as a rule, active = well fitted curve in the direction sought with a large enough effect; inconclusive = small, poorly fitted or top-dose-only effect, or another doubt; inactive = no such curve, though single readings can be large; an effect the other way counts as inactive or inconclusive. The list is partial. The share of hits here may be higher or lower than overall.

SMILES	D1 ag	GRP78 ERSR act	RXFP1 antag	D2 PAM	Vif-A3F inh	D1 antagonist	RXFP1 ag	Vif-APOBEC3G blk	D1 potentiator
O=C(c1ccccc1F)N1C(=O)c2cccc3cccc1c23	0	-6%	1	-9	7%	x	0.5%	-1%	-4
CC1CCC(NC(=O)C2(C)CCC(=O)N2Cc2cccnc2)CC1 (stereo not drawn)	0	-3%	x	10	2%	-9	1.6%	6%	-3
CSc1nn(CCc2ccncc2)c(=S)s1	10	-1%	-3	0	-3%	15	-0.2%	-3%	-12
Cc1ccc(NS(=O)(=O)c2ccc3[nH]c4c(c3c2)CCCC4)cc1N(C)C	-1	15%	-24	x	-14%	4	-2.3%	-13%	-1
CC1(C)COC(c2cccn2Cc2ccc(F)cc2Cl)=N1	1	2%	-10	6	u	-1	1.5%	-1%	3
COc1ccccc1N1CCN(Cc2cnc3ccc(Cl)cn23)CC1	10	-7%	2	-29	0%	7	4.3%	2%	-3
COC(=O)C1CN(C(=O)C(C)Oc2ccc(F)cc2)c2ccccc2O1 (stereo not drawn)	0	-5%	1	13	2%	-5	4.3%	-4%	4
CC1CCCC(C(=O)O)N1C(=O)CCSSCCC(=O)N1C(C)CCCC1C(=O)O (stereo not drawn)	1	-5%	3	-11	6%	3	-0.3%	-16%	-3
CCC(NC(=O)NC1=NCCS1)(C(F)(F)F)C(F)(F)F	2	-5%	-4	4	3%	5	0.2%	2%	-3
O=C(N1CCOCC1)N1CCN(CC(O)COc2ccc3ccccc3c2)CC1 (stereo not drawn)	5	-4%	0	6	0%	-6	-0.2%	-5%	0
COc1ccc(-c2cc(C(F)(F)F)n3nc(C(=O)NCCN4CCOCC4)cc3n2)cc1	1	-5%	-3	0	3%	9	5.3%	2%	0
CC(=O)Nc1ccc(S(=O)(=O)NCCC(=O)NCc2ccco2)cc1	x	1%	2	x	-8%	x	x	1%	x
CCN(CC)S(=O)(=O)c1ccc(OC)c(NC(=O)c2cc3c(=O)n4ccccc4nc3s2)c1	0	-2%	-6	-2	-4%	1	0.4%	2%	25
Brc1ccc(/C=N/n2cnnc2)s1	1	-10%	-2	5	8%	23	0.3%	-12%	0
COc1cccc(C2CC(=O)N3CN(c4cccc(Cl)c4C)CSC3=C2C#N)c1OC (stereo not drawn)	1	-2%	-2	11	-4%	-1	0.7%	0%	-4
Cc1cccc2cc(CN(Cc3ccco3)C(=O)Nc3cccc(C#N)c3)c(Cl)nc12	14	-3%	12	8	1%	-55*	0.7%	1%	-8
Cc1ccc(NS(=O)(=O)c2c(C)nc3sccn3c2=O)cc1	7	-3%	-79*	-2	-1%	-6	0.2%	2%	-8
COc1cc(/C=C2/SC(=S)N(CC(=O)Nc3nc4ccccc4s3)C2=O)cc(OC)c1OC	12	-4%	1	-1	-6%	10	1.8%	-2%	2
CCOc1cc(N2CCOCC2)c(OCC)cc1NC(=O)Cc1ccc(OC)c(OC)c1	3	-2%	-1	-4	5%	-9	2.8%	1%	0
CC1CC2C3CCC4=CC(=O)CCC4(C)C3CCC2(C)C1(O)C(=O)CO (stereo not drawn)	x	-2%	-20	x	-11%	x	x	1%	x
C[C@@H](CN1C2=NC[C@H](Cc3ccccc3)N2C[C@H]1Cc1ccc(O)cc1)NC(=O)CCC1CCCCC1	-5	-7%	x	7	1%	0	0.8%	1%	4
O=C(c1ccc(F)cc1)C1CCN(C(=O)Nc2ccccc2Cl)CC1	3	-1%	-1	2	7%	4	-0.6%	3%	-2
CSCC[C@H](Nc1ncnc2sc(C)c(C)c12)C(=O)O	1	0%	15	-19	x	-13	10%	-3%	11
O=C(O)c1ccc(NC(=O)C2(c3ccccc3)CCOCC2)cc1	1	2%	-4	6	-16%	3	0.1%	-2%	-6

Compounds from the list above containing a cyano group, in the order listed:
SMILES	D1 ag	GRP78 ERSR act	RXFP1 antag	D2 PAM	Vif-A3F inh	D1 antagonist	RXFP1 ag	Vif-APOBEC3G blk	D1 potentiator
COc1cccc(C2CC(=O)N3CN(c4cccc(Cl)c4C)CSC3=C2C#N)c1OC (stereo not drawn)	1	-2%	-2	11	-4%	-1	0.7%	0%	-4
Cc1cccc2cc(CN(Cc3ccco3)C(=O)Nc3cccc(C#N)c3)c(Cl)nc12	14	-3%	12	8	1%	-55*	0.7%	1%	-8

More entries:
SMILES	D1 ag	GRP78 ERSR act	RXFP1 antag	D2 PAM	Vif-A3F inh	D1 antagonist	RXFP1 ag	Vif-APOBEC3G blk	D1 potentiator
O=c1oc(-c2ccc(F)cc2)nc2ccsc12	1	4%	8	-4	11%	-13	0.2%	0%	-4
COc1ccc2nc(-c3ccco3)c(-c3ccco3)nc2c1	2	-2%	3	-2	0%	-1	2.7%	1%	-1
Cc1noc(-c2ccccc2OC(=O)c2ccccc2)n1	5	-4%	-5	-6	4%	-11	2.6%	-3%	-4
O=C1OC(c2ccccc2)=N/C1=C/c1cccc(OC(=O)c2cccs2)c1	x	-1%	-20	x	-15%	x	x	3%	x
CCOC(=O)c1ccc(NC(=O)CS(=O)(=O)Cc2nc(-c3ccc(C)cc3)oc2C)cc1	3	-4%	-11	6	5%	1	-0.7%	-1%	-5
CCOc1ccc(NC(=O)c2c(C)oc3nc(C)nc(N4CCCC4)c23)cc1	0	-2%	-8	-5	3%	-9	1.7%	-1%	-3
CCOC(=O)c1c(S(=O)(=O)NCC(=O)N2CCN(c3cccc(OC)c3)CC2)c(C)n(C)c1C	2	-5%	-13	4	0%	13	0.7%	-6%	-23
O=C(Nc1ccc(Cl)cn1)C1CCCN1S(=O)(=O)c1cccc2ccccc12 (stereo not drawn)	1	1%	-12	8	0%	-5	0.5%	-7%	3
CC(=O)c1ccc(Nc2cc(C)nc3ccc(C)cc23)cc1	2	-10%	-10	-4	-7%	2	1.0%	-24%	-5
CC(=O)NC1C(=O)N=C(SCC(=O)Nc2c(C)cccc2C)NC1=O (stereo not drawn)	0	-1%	-6	-1	0%	-15	-1.0%	2%	0
CCN(CC)CCCNC(=O)c1c(O)c2c([nH]c1=O)CCCC2	2	-4%	-16	3	-1%	-1	2.2%	1%	0
Clc1c(-c2nnc3n2CCC3)sc2ccccc12	3	0%	0	7	-1%	1	11%	-6%	-2
Cc1ccc(NC(=O)C2C3C=CC4(O3)C2C(=O)N(CCN2CCOCC2)C4C(=O)NC2CCCCC2)cc1C (stereo not drawn)	1	-3%	-29	1	1%	5	-1.1%	3%	-4
COc1cccc(N2CCN(C(=O)c3cccn3-c3nnc(N4CCCCC4)s3)CC2)c1	2	-8%	-18	0	0%	-8	11%	3%	-2
CCOC(=O)N1CCN(C2CC(=O)N(c3ccc(Cl)c(Cl)c3)C2=O)CC1 (stereo not drawn)	3	-3%	1	x	0%	3	1.2%	0%	1
C/C(N)=C(/C#N)C(=O)CSc1nc(C2CCCCC2)n(-c2ccccc2)n1	-1	-2%&-6%	-3&1	3	-5%&-1%	-5	1.2%	2%&1%	-6
CCn1c(SCC(=O)c2c(N)n(C3CC3)c(=O)[nH]c2=O)nnc1-c1ccccc1OC	0	-4%	4	-5	1%	-1	-0.4%	1%	-7
CC(=O)c1ccc(NC(=O)NNS(=O)(=O)c2ccc([N+](=O)[O-])cc2)cc1	6	4%	4	15	0%	-5	2.1%	0%	6
CC1(c2ccccc2)NC(=O)N(CC(=O)Nc2ccc(S(=O)(=O)Nc3ncccn3)cc2)C1=O (stereo not drawn)	1	-3%	-6	-12	-5%	-8	2.6%	0%	-1
Cc1cccc(NC(=O)c2cnn(-c3ccccc3)c2C)c1C	0	2%	-2	19	6%	-15	4.9%	1%	2
COc1ccc(-c2nnc3ccc(SCC(=O)N4CCOCC4)nn23)cc1	1	1%	x	8	2%	-7	8.1%	5%	-5
COc1ccc(C(=O)NCCc2nc3ccccc3[nH]2)cc1	2	1%	16	-17	5%	-2	0.3%	-7%	0
Cc1cc(OCC(=O)OCC(=O)N2CCCc3ccccc32)ccc1Cl	x	-3%	1	x	-10%	x	x	-3%	x
Cc1oc2c(CN3CCOCC3)c(O)ccc2c(=O)c1-c1ccccc1	4	0%	17	-1	4%	-8	0.4%	0%	-6
Cc1ccc(/C(O)=C2\C(=O)C(=O)N(C)C2c2ccccc2)cc1 (stereo not drawn)	x	-5%	-1	x	-5%	x	x	-2%	x
Cc1ccccc1NC(=O)COC(=O)c1ccc(S(=O)(=O)N2CCCCCC2)cc1	5	-1%	-1	8	11%	2	-0.7%	0%	6
N#Cc1ccccc1NC(=O)CSc1nnc(-c2ccccc2O)n1-c1ccccc1	1	-9%	3	4	-3%	-6	3.1%	-2%	0
O=C(CC1C(=O)NCCN1Cc1cccc(C(F)(F)F)c1)NC1CCOCC1 (stereo not drawn)	1	-6%	-6	-1	1%	3	-4.4%	-4%	-6
COc1cc2nc(NCCc3ccccc3)n3nc(-c4cccnc4)nc3c2cc1OC	0	-4%	-10	2	-2%	-4	-2.3%	0%	4

Compounds above containing an NH in an aromatic ring (four):
SMILES	D1 ag	GRP78 ERSR act	RXFP1 antag	D2 PAM	Vif-A3F inh	D1 antagonist	RXFP1 ag	Vif-APOBEC3G blk	D1 potentiator
Cc1ccc(NS(=O)(=O)c2ccc3[nH]c4c(c3c2)CCCC4)cc1N(C)C	-1	15%	-24	x	-14%	4	-2.3%	-13%	-1
CCN(CC)CCCNC(=O)c1c(O)c2c([nH]c1=O)CCCC2	2	-4%	-16	3	-1%	-1	2.2%	1%	0
CCn1c(SCC(=O)c2c(N)n(C3CC3)c(=O)[nH]c2=O)nnc1-c1ccccc1OC	0	-4%	4	-5	1%	-1	-0.4%	1%	-7
COc1ccc(C(=O)NCCc2nc3ccccc3[nH]2)cc1	2	1%	16	-17	5%	-2	0.3%	-7%	0
